Source: PubChem BioAssay
NadD inh = inhibitors of S. aureus NadD, primary screen, biochemical, colorimetric, uHTS. Nicotinate-nucleotide adenylyltransferase NadD (Staphylococcus aureus N315). purified NadD enzyme, colorimetric absorbance read-out. inhibition, % at 20 µM. 0.78% of 360,000 active. AID 602399, 2012; in the data active = inhibition above about 26%; also: some compounds past the cut are filed as inactive
SUMO1-SIM PPI = modulators of SUMO1 protein-protein interactions, primary screen, biochemical, uHTS. SUMO1 binding to a labelled peptide, TR-FRET, 1 h. inhibition, % at 20 µM. 0.33% of 360,000 active. AID 602429, 2012; in the data active = inhibition above about 37%
Rin1-Abl PPI inh = inhibitors of Rin1-Abl protein binding, primary screen, biochemical, TR-FRET. Tyrosine-protein kinase ABL1 (Homo sapiens) + Ras and Rab interactor 1 (Homo sapiens), …. inhibition, % at 7.35 µM. 0.4% of 360,000 active; in the data active = inhibition above about 5%, passing the limit was not always enough
Neddyl block = inhibitors of cullin neddylation, primary screen, biochemical, TR-FRET, uHTS, NAE and Ubc12; calls only at 25 µM; 0.58% of 360,000 active; in the data active = inhibition above about 36%
Target sequence (P61081 whole entry, looked up): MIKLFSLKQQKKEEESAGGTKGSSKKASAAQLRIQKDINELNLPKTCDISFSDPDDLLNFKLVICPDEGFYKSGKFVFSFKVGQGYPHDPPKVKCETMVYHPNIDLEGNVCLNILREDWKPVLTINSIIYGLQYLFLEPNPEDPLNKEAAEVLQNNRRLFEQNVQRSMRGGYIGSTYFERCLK
Target sequence (Q13564 whole entry, looked up): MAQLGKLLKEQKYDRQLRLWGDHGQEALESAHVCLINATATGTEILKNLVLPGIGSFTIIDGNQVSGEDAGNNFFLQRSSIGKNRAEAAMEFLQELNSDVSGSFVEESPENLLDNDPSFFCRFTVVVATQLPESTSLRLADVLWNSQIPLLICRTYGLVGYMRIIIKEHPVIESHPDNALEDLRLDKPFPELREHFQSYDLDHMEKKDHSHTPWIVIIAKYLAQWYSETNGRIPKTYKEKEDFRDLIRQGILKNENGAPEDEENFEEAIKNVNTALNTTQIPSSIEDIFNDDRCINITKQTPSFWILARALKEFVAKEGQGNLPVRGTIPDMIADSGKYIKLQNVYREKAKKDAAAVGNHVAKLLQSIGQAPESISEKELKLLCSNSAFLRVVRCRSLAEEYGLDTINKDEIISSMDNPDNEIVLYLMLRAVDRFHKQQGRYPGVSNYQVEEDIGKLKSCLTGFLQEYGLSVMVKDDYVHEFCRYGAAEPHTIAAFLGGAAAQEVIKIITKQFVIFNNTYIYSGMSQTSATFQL
Rpn11 block = Rpn11 (PSMD14) deubiquitinase inhibitors, primary screen, biochemical, fluorescence polarization, uHTS. 26S proteasome non-ATPase regulatory subunit 14 (Homo sapiens), O00487. human 26S proteasome, Ub4-pepOG fluorescence polarization; 20S core pre-blocked with epoxomicin. calls only at 20 µM. 0.59% of 360,000 active. AID 588493, 2011;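 active = inhibition at 20 µM, scaled to each plate's controls, above about 33%, limit read from the data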
Target sequence (O00487 whole entry, looked up): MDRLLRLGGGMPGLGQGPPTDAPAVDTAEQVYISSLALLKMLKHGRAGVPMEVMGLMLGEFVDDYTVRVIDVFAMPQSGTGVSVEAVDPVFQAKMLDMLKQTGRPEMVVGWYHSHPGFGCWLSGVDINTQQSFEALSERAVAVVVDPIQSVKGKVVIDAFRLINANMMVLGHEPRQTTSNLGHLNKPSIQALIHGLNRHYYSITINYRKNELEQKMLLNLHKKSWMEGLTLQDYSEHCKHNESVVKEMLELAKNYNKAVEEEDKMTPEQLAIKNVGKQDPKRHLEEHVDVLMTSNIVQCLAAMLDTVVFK
DNMT1 block = human DNMT1 methyltransferase inhibitors, primary screen, biochemical, molecular beacon, fluorescence, HinP1I cleavage, uHTS. 0.83% of 360,000 active. inhibition (reported as % activation of signal), % at 10 µM; in the data active = inhibition above about 50%
STEP inh = STEP phosphatase inhibitors, primary screen, biochemical, fluorescence intensity, uHTS; inhibition, % at 20 µM; AID 588621, 2011; 0.25% of 360,000 active; recombinant STEP, OMFP fluorogenic substrate;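 active = inhibition at 20 µM, scaled per plate between control wells, above about 37%, limit read from the data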;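 also: 0% = DMSO with enzyme and substrate and 100% = substrate only without enzyme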
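Assay system: isolated STEP enzyme. Buffer or medium: pH 6.0 Bis-Tris with DTT and Tween 20. Also added: fluorogenic phosphatase substrate OMFP at 25 µM final. Dosing: 20 µM, 1% DMSO. Timing: 20 min reaction, room temperature, in the dark. Measured by: fluorescence intensity, excitation 480 nm, emission 540 nm. Evaluation: normalized % inhibition.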
LMPTP block = LMPTP phosphatase inhibitors, primary screen, biochemical, fluorescence intensity, uHTS. recombinant LMPTP-A, OMFP fluorogenic substrate. Low molecular weight phosphotyrosine protein phosphatase (Homo sapiens), P24666. 0.22% of 360,000 active. inhibition, % at 20 µM. AID 651560, 2012;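 active = compounds that cut the enzyme signal by at least half of the control window in the single-dose screen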;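 also: plate controls were DMSO wells with enzyme plus substrate for no effect and substrate without enzyme for full effect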
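Test system: LMPTP-A phosphatase enzyme; input: 0.625 nM LMPTP-A final; reagent: OMFP substrate, 400 µM final; compound dosing: 20 µM single dose, 3% DMSO; incubation: 50 min dark incubation at room temperature; measured by: endpoint fluorescence intensity from OMFP dephosphorylation; measure: % inhibition relative to no-enzyme and uninhibited control wells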
CSN inh = inhibitors of CSN-mediated cullin deneddylation, primary screen, biochemical, fluorescence polarization, uHTS. Purified CSN, SCF-Nedd8-OG deneddylation. AID 651999, 2013. COP9 signalosome complex subunit 5 (Homo sapiens), Q92905. 0.38% of 360,000 active. inhibition, % at 12.5 µM;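 active = pattern-corrected inhibition above about 35%, with an unprinted fluorescence ratio check between 0.5 and 1.5, limit read from the data, passing the limit was not always enough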;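 also: 0% = enzyme with substrate and 100% = substrate without enzyme; some results filed as inactive read as strong as hits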
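Material: purified human Csn5 enzyme expressed in HEK293T cells / Medium: Tris buffer pH 7.5, NaCl, DTT, Tween-20, trehalose, ovalbumin / Compound dosing: 12.5 µM single point / Schedule: 90 min incubation of compound, enzyme and substrate at room temperature / Signal: fluorescence polarization of the substrate / Control set: no-enzyme wells high, enzyme-with-substrate wells low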
Scp-1 inhibitor = Scp-1 phosphatase inhibitors, primary screen, biochemical, colorimetric, uHTS; Carboxy-terminal domain RNA polymerase II polypeptide A small phosphatase 1 (Homo …; Recombinant Scp1, phosphopeptide, malachite green phosphate absorbance; inhibition, % at 20 µM; 0.88% of 340,000 active; AID 493091, 2011;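 active = inhibition above about 50% at 20 µM, limit read from the data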;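 also: plate controls were DMSO wells with enzyme for no effect and wells lacking enzyme for full effect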
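System: truncated SCP-1 phosphatase (76-261aa); medium: Tris acetate buffer pH 5.5 with MgCl2 and Tween-20; incubation: 45 min room-temperature reaction, 5 min colour, 30 min stabiliser; compound: single 20 µM dose, 1% DMSO; reagent: Phosphorylated 17-residue peptide substrate; read-out: % inhibition at 20 µM; technique: colorimetric free-phosphate detection, absorbance 630 nm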
* hit, by the source's call; i = inactive; · = no result given.

[1] COCCNC(=O)c1cc2c(c(-c3cccc(C#CC(C)(C)O)c3)n1)[C@@H](CCO)N(S(=O)C(C)(C)C)C2 (stereo partly drawn)
[2] Cc1nc(NC(=O)CSc2nnc(C3CC3)n2N)c(Cl)cc1Cl
[3] CC(C)(C)C(=O)Nc1ccc(C(=O)Nc2cc(NC(=O)c3ccc(NC(=O)C(C)(C)C)cc3)cc(C(=O)O)c2)cc1
[4] N#Cc1c(N)n(-c2ccc(O)cc2)c2nc3ccccc3nc12
[5] COc1ccc(N2CCN(CCCn3cnc4c(SC)ncnc43)CC2)cc1
[6] COCCN(Cc1cc2cc(C)ccc2n2nnnc12)C(=S)Nc1ccc(C)cc1
[7] CCCCN1C[C@H](CSC)[C@@H](CC(=O)Nc2ccc(Br)cc2)C1=O
[8] O=C(C1=C[C@@H](c2ccc(C(F)(F)F)cc2)C[C@@H](OCCCCO)O1)N1CCOCC1
assay / compound	1	2	3	4	5	6	7	8
NadD inh	-4	0	3	-7	3	3	-2	-2
SUMO1-SIM PPI	-9	0	3	-5	1	-14	2	0
Rin1-Abl PPI inh	0	2	2	-6	-3	-2	-3	5
Neddyl block	i	i	i	i	i	i	i	i
Rpn11 block	i	i	i	i	i	i	i	i
DNMT1 block	-12	2	3	-3	0	-1	2	2
STEP inh	-1	-3	2	0	3	-1	0	-1
LMPTP block	-0.7	-0.1	-1.3	1.7	-0.1	1.6	0.1	-0.4
CSN inh	5	-4	3	0	-6	4	3	3
Scp-1 inhibitor	·	1	0	-4	·	-17	·	-8

Five of the entries above in order of their number in CSN inh, ascending:
| no. | SMILES | CSN inh |
| --- | --- | --- |
| 5 | COc1ccc(N2CCN(CCCn3cnc4c(SC)ncnc43)CC2)cc1 | -6 |
| 2 | Cc1nc(NC(=O)CSc2nnc(C3CC3)n2N)c(Cl)cc1Cl | -4 |
| 8 | O=C(C1=C[C@@H](c2ccc(C(F)(F)F)cc2)C[C@@H](OCCCCO)O1)N1CCOCC1 | 3 |
| 6 | COCCN(Cc1cc2cc(C)ccc2n2nnnc12)C(=S)Nc1ccc(C)cc1 | 4 |
| 1 | COCCNC(=O)c1cc2c(c(-c3cccc(C#CC(C)(C)O)c3)n1)[C@@H](CCO)N(S(=O)C(C)(C)C)C2 (stereo partly drawn) | 5 |

Continuation:
[9] CCOP(=O)(Nc1cccc2oc(=O)c3ccccc3c12)OCC
[10] O=C(CCC(=O)N1CCN(c2ccccc2F)CC1)c1ccc(F)cc1
[11] CC12COC3(C(=O)Nc4ccccc4)CC1CCC32C (stereo not drawn)
[12] COc1cccc(NC(=O)CN(C)C(=O)c2cccnc2Sc2ccc(C)c(C)c2)c1
[13] COc1ccccc1C(=O)Nc1c2c(nn1-c1ccc([N+](=O)[O-])cc1)CS(=O)(=O)C2
[14] CCCCNC(=O)N(O)C1N(/N=C/c2cccs2)C(=S)SC1(C)C (stereo not drawn)
[15] C[C@H](CO)N1C[C@H](C)[C@@H](CN(C)C(=O)NC2CCCCC2)Oc2ccc(NC(=O)Cc3ccccc3)cc2C1=O
[16] NS(=O)(=O)c1ccc(NC(=O)COC(=O)c2ccc3c(c2)OCCO3)cc1
assay / compound	9	10	11	12	13	14	15	16
NadD inh	-6	0	9	-4	3	-9	-1	4
SUMO1-SIM PPI	-6	-2	-2	0	-4	-10	7	2
Rin1-Abl PPI inh	-2	-2	2	3	5	1	0	2
Neddyl block	·	i	i	i	i	i	i	i
Rpn11 block	i	i	i	i	i	i	i	i
DNMT1 block	-2	1	0	1	2	2	5	-3
STEP inh	0	-1	1	0	0	2	0	-4
LMPTP block	0.1	-1.3	-0.4	-0.6	-0.6	-0.3	-1.2	-0.2
CSN inh	-5	6	-6	-4	-2	-1	-4	6
Scp-1 inhibitor	-13	-4	-1	-4	-4	17	39	-6

[17] O=C(c1ccc(COc2c(F)c(F)c(F)c(F)c2F)o1)N1CCOCC1
[18] O=C(Nc1ccccc1)Nc1nnc(-c2ccccc2)s1
[19] Cc1c(NC(=O)C(C)OC(=O)c2c3c(nc4ccccc24)CCC3)c(=O)n(-c2ccccc2)n1C (stereo not drawn)
[20] CCOc1cc(CNn2cnnc2)cc(Br)c1OCC(=O)NC1CCCCC1
[21] CC(=O)c1cccc(CN2CCCC(C(=O)Nc3ccc(-c4ccco4)cc3)C2)c1 (stereo not drawn)
[22] CCn1c2ccccc2c2cc(N=C3SC(CC(=O)Nc4ccccc4OC)C(=O)N3C)ccc21 (stereo not drawn)
[23] N#Cc1ccc(COc2ccc(CCO)cc2-n2nc3ccccc3n2)cc1
[24] CC[C@@H](NS(=O)(=O)c1ccc(C)cc1)C(=O)Oc1ccc2c3c(c(=O)oc2c1)CCC3
assay / compound	17	18	19	20	21	22	23	24
NadD inh	2	0	-2	1	32*	28	-3	-7
SUMO1-SIM PPI	-1	1	2	-1	5	-4	0	5
Rin1-Abl PPI inh	-2	-3	3	1	5	-1	-3	-2
Neddyl block	i	i	i	i	i	i	i	·
Rpn11 block	i	i	i	i	i	i	i	i
DNMT1 block	4	20	28	7	-7	-11	-3	4
STEP inh	-2	0	-1	0	4	0	9	0
LMPTP block	-0.2	-1.8	1.1	-1.1	41	3.1	0.4	2.3
CSN inh	2	-3	-1	2	4	5	100*	3
Scp-1 inhibitor	10	1	44	1	-2	11	-8	-14

[25] CCOC(=O)c1nc(Nc2ccc(OC)cc2)c2ccccc2n1
[26] O=S(=O)(NC1CCCCC1NS(=O)(=O)c1ccc(F)cc1)c1ccc(F)cc1 (stereo not drawn)
[27] O=C(O)CCCNC(=O)c1ccccn1
[28] N#Cc1cc2c(nc1SCc1ccc(Cl)nc1)CCCCC2
[29] CCOc1ccc(Oc2nc(NCC(C)C)nc(N(C)C)n2)nn1
[30] Cc1cc(C(=O)N2CCc3ccccc32)n(-c2ccccc2)n1
[31] Clc1ccc2oc(-c3ccccc3)nc2c1
[32] C[C@H](NC(=O)[C@@H]1Cc2ccccc2CN1)C(=O)NC1CCCCC1
assay / compound	25	26	27	28	29	30	31	32
NadD inh	-2	1	3	-7	-2	-6	2	-6
SUMO1-SIM PPI	-19	0	-3	1	0	-1	-3	-4
Rin1-Abl PPI inh	-2	6	-3	2	2	1	-1	-1
Neddyl block	i	i	i	i	i	i	i	i
Rpn11 block	i	i	i	i	i	i	i	i
DNMT1 block	0	-1	-5	-2	-1	1	-2	-3
STEP inh	0	-1	-4	3	-2	3	1	1
LMPTP block	2.8	-2.4	-1.0	2.0	-3.4	-1.2	-1.4	0.1
CSN inh	-2	4	7	4	0	2	-4	0
Scp-1 inhibitor	-9	1	-2	-16	0	-10	-3	-3

Reformatted with values under each structure: entries from further up.
Each structure is followed by: NadD inh, SUMO1-SIM PPI, Rin1-Abl PPI inh, Neddyl block, Rpn11 block, DNMT1 block, STEP inh, LMPTP block, CSN inh, Scp-1 inhibitor
30. Cc1cc(C(=O)N2CCc3ccccc32)n(-c2ccccc2)n1
    -6, -1, 1, i, i, 1, 3, -1.2, 2, -10
28. N#Cc1cc2c(nc1SCc1ccc(Cl)nc1)CCCCC2
    -7, 1, 2, i, i, -2, 3, 2.0, 4, -16

Further records follow.
[33] CC(=O)Nc1ccc(OCC(O)Cn2cccn2)cc1 (stereo not drawn)
[34] CCOc1ccc(C(=O)NCC(c2ccco2)N2CCc3ccccc3C2)cc1 (stereo not drawn)
[35] CN1CCCN(C(=O)c2cccc(Cl)c2)CC1
[36] CCC(=O)OCc1cc2cccc(C)c2[nH]c1=O
[37] COc1ccc(OCCC(=O)OCc2c(C)noc2C)cc1
[38] Nc1ncc(-c2nnnn2-c2ccc(Cl)cc2)c(-c2ccc(Cl)cc2)n1
[39] FC(F)(F)c1ccc2c(c1)nc1n2CCCC1
[40] COc1ccccc1CN1C2CCCC1CC(NC(=O)/C=C/c1ccccc1)C2 (stereo not drawn)
assay / compound	33	34	35	36	37	38	39	40
NadD inh	4	-1	8	-1	-4	-3	-1	-6
SUMO1-SIM PPI	0	-1	-2	1	1	-2	-1	-6
Rin1-Abl PPI inh	-2	1	2	3	0	-1	-2	-3
Neddyl block	i	i	i	i	i	i	i	i
Rpn11 block	i	i	i	i	i	i	i	i
DNMT1 block	-4	0	-3	4	5	-1	3	3
STEP inh	1	1	-3	4	-4	-2	-3	0
LMPTP block	-0.5	0.5	-2.4	-1.2	-0.5	-0.5	-1.2	1.6
CSN inh	2	-1	1	4	0	1	-2	-8
Scp-1 inhibitor	-6	-8	-9	-3	-2	2	-2	-5

[41] N#Cc1cc(-c2ccccc2)cnc1Cl
[42] CCOC(=O)c1cc2cc3ccccc3cc2oc1=O
[43] O=C1c2ccccc2S(=O)(=O)N1CC(O)Cn1c2ccccc2c2ccccc21 (stereo not drawn)
[44] Cc1nc2c(ccc3c([N+](=O)[O-])cccc32)c(C)c1C
[45] C=CCNC(=O)C1=NOC(CNC(=O)c2c(-c3ccccc3Cl)noc2C)C1 (stereo not drawn)
[46] CCN(CC(=O)Nc1c(F)cccc1F)C(=O)CSCc1ccc(C)cc1
[47] Cc1ccc(C)c(S(=O)(=O)Nc2nc(C)c(C(=O)Nc3ccccc3)s2)c1
[48] O=C(Nc1cccc(O)c1)N1CCOCC1
[49] Cc1ccc(OCC(=O)Nc2ccc(S(=O)(=O)N3CCCC3)cc2)cc1
[50] O=C(NCc1cccs1)C1CCCN(S(=O)(=O)c2cccs2)C1 (stereo not drawn)
[51] COCC(C)NC(=O)c1nn(Cc2ccccc2)c(=O)c2ccccc12 (stereo not drawn)
assay / compound	41	42	43	44	45	46	47	48	49	50	51
NadD inh	-5	-4	3	-3	-2	-3	3	-6	-2	3	3
SUMO1-SIM PPI	2	-30	-3	-2	2	2	7	2	5	3	0
Rin1-Abl PPI inh	-2	-5	0	1	0	3	-4	-3	-1	2	3
Neddyl block	i	i	i	i	i	i	i	i	i	i	i
Rpn11 block	i	i	i	i	i	i	i	i	i	i	i
DNMT1 block	-1	3	-12	-1	2	5	0	0	-1	7	0
STEP inh	1	-3	-3	1	-1	4	-1	1	2	2	-1
LMPTP block	-1.1	1.0	4.2	0.7	-1.2	-1.3	0.7	1.0	0.7	-5.1	-0.1
CSN inh	-3	7	1	-2	1	-2	-16	-2	8	0	-5
Scp-1 inhibitor	-4	1	0	-1	-7	·	-2	-15	-8	-9	-9
